HT1080-NT tox = kills 2HG-producing HT-1080-NT fibrosarcoma cells | HT-1080-NT fibrosarcoma viability, CellTiter-Glo ATP luminescence, 48 h | Potency, µM (series often up to 46.1 µM), without a hit: at the highest dose activity, negative = less viability, usual class: cytotoxic | 1.6% of 360,000 active | AID 686970;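 also: NT is the 2HG producing partner of a matched IDH1 knockdown line; potency is read from the fitted curve at half-maximal effect; 0% = DMSO-treated cells and -100% = media-only wells without cells; nearly all actives have a fitted effect of over 55% in size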
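A 48-hour cytotoxicity screen used HT-1080-NT cells plated 2 hours before compound delivery. ATP-based CellTiter-Glo luminescence measured viability, normalized to DMSO and no-cell controls.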
SW480 rerep = induces DNA re-replication in SW480 colon adenocarcinoma cells; SW480 DNA re-replication, Hoechst DNA content imaging, 48 h; Potency, µM (series often up to 46.1 µM), without a hit: at the highest dose re-replication activation, actives largely listed as activators; 1.8% of 340,000 active; also: potency is read from the fitted curve at half-maximal effect; % of control where 0% means no effect; nearly all actives have a fitted effect of over 55% in size
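Treated cells incubate 48 hr (37 C, 5% CO2), are stained 40 min with Hoechst, and nuclear fluorescence is enumerated; a rise in nuclei with high DNA signal marks re-replication.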
HepG2 tox = HepG2 cytotoxicity, counter-screen for TGF-b inhibitors. 0.76% of 410,000 active. AID 588856. Potency, µM (titrated, usually from 46.1 µM), for the others: at the top dose activity change, negative = cytotoxicity, most hits filed as cytotoxic. HepG2 CAGA-GFP viability, ATP luminescence, 18 h; also: potency is read from the fitted curve at half-maximal effect; some results filed as inactive show a strong effect at the top dose
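HepG2 CAGA-GFP cells (1000/well, DMEM with 1% FBS) received compound, then TGF-beta at 500 pg/mL final, and were incubated 18 hours at 37 degrees C. Viability was read by CellTiter-Glo luminescence. Media-only wells were set as complete cell-killing and DMSO as no toxicity.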
IL-1B inflam inh = inflammasome signaling inhibition, IL-1 beta readout; THP-1 LPS/ATP IL-1B secretion, AlphaLISA, 16 h; stronger effect = lower value; activity change, % at 57.5 µM; 4.7% of 360,000 active; AID 743279; in the data active = activity change below about -50%; inconclusive = mostly about -30% to -49%; also: % is scaled to controls: 0 for no effect and ±100 for the full control effect
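THP-1 cells pretreated 1 hr with compounds (up to 57.5 uM final), then stimulated with LPS (250 ng/mL final) plus ATP (1.25 mM final); secreted IL-1B measured by AlphaLISA after 16 hr, decreased signal indicating inhibition.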
HT1080 IDH1KD tx = HT-1080 IDH1 knockdown cell toxicity (counter line) | Potency, µM (titrated, usually from 46.1 µM), for inactives: at the highest dose activity, negative = toxicity, most hits filed as cytotoxic | AID 686971 | 2% of 360,000 active | HT-1080 IDH1 knockdown viability, ATP luminescence, 48 h;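 also: potency is read from the fitted curve at half-maximal effect; 0% = DMSO wells and -100% = cell-free medium wells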
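Luminescent ATP read-out (CellTiter-Glo, 10 min at room temperature) after 48 h compound exposure at 37 °C gave viability of IDH1-knockdown HT-1080 cells. Activity was normalised to DMSO and cell-free wells, then fitted as concentration-response curves.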
KB-3-1 cytotox = KB-3-1 parental cell cytotoxicity; KB-3-1 viability, CellTiter-Glo ATP luminescence, 72 h; 1.4% of 400,000 active; Potency, µM (highest dose often 46.1 µM), inactives show top-dose activity change, negative = cytotoxic, most hits filed as cytotoxic; also: potency is read from the fitted curve at half-maximal effect; % is scaled to controls: 0 for no effect and ±100 for the full control effect; nearly all actives have a fitted effect of over 60% in size
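Here the drug-naive KB-3-1 line serves as comparator for MDR sub-line selectivity; cells received compound titrations, 72 h at 37 °C, then CellTiter-Glo readout.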
ATXN2 expr inh = reduces ATXN2 reporter expression in HEK-293 cells. HEK-293 ATXN2-luciferase reporter, luminescence, 24 h. Potency, µM (top dose mostly 57 µM), without a hit: at the highest dose activity change, negative = inhibition, actives largely listed as inhibitors. 0.72% of 360,000 active; also: potency is read from the fitted curve at half-maximal effect; % is scaled to controls: 0 for no effect and ±100 for the full control effect; nearly all actives have a fitted effect of over 55% in size
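ATXN2-luciferase reporter cells (luciferase flanked by upstream and downstream ATXN2 gene portions) were treated 24 h at 37 °C with compounds at up to 57 uM. SteadyGlo luminescence gave expression; GF-AFC fluorescence gave viability.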
MCF10A rereplic = inducers of DNA re-replication in MCF 10A breast cells. 2.9% of 350,000 active. MCF 10A DNA re-replication, Hoechst nuclear intensity, 48 h. Potency, µM (highest dose often 46.1 µM), inactives show at the top dose activity, positive = re-replication, hits mostly activators. AID 624296; also: potency is read from the fitted curve at half-maximal effect; % of control where 0% means no effect; nearly all actives have a fitted effect of over 50% in size
ATXN viability = reduces viability in counter-screen for ATXN expression inhibitors | 0.49% of 400,000 active | Potency, µM (top dose mostly 56.7 µM), hits mostly cytotoxic | S2 cells (HEK-293 line with an ATXN2-luciferase reporter) viability, CellTiter-Fluor protease fluorescence, 24 h; also: potency is read from the fitted curve at half-maximal effect; nearly all actives have a fitted effect of over 40% in size
The depositor's hits bear a star; i = inactive; u = inconclusive; x = not tested or not shown; [ ] = dose if it differs, or a comment. Unless noted, calls follow the shape of the dose curve; as a rule, active = well fitted curve in the direction sought with a large enough effect; inconclusive = small, poorly fitted or top-dose-only effect, or another doubt; inactive = no such curve, though single readings can be large; an effect the other way counts as inactive or inconclusive.

canonical_smiles	HT1080-NT tox	SW480 rerep	HepG2 tox	IL-1B inflam inh	HT1080 IDH1KD tx	KB-3-1 cytotox	ATXN2 expr inh	MCF10A rereplic	ATXN viability
COC(=O)c1cnn(-c2ccc(C(=O)Nc3cc(OC)c(OC)c(OC)c3)cc2)c1N	x	x	1%	x	x	-3%	-6%	x	i
CCOC(=O)CN1C(=O)S/C(=C/c2cc(C)n(-c3ccccn3)c2C)C1=O	-2%	2%	-1%	-7	-3%	14%	38%	-4%	i
O=C(CC1SC(N2CCOCC2)=NC1=O)Nc1ccccc1F (configuration not stated)	-2%	-10%	-1%	-5	2%	0%	x	0%	i
COC(=O)C1=C(C)NC(=O)C1(NC(=O)c1cccnc1)C(F)(F)F (configuration not stated)	2%	-11%	-17%	1	6%	-6%	-12%	0%	u
N#C/C(=C/c1ccc(-c2cc([N+](=O)[O-])ccc2Cl)o1)C(N)=O	u	u	2%	u	18%	-15%	x	u	i
CCCS(=O)(=O)c1nc(S(=O)(=O)c2ccc(C)cc2)c(NCCN2CCOCC2)s1	10%	-16%	-21%	-8	8%	-5%	-10%	6%	i
O=C(OCCOCCN=C1NS(=O)(=O)c2ccccc21)c1ccccc1Br	1%	-17%	-1%	27	2%	16%	1%	-29%	i
Cc1cc(C)c(S(=O)(=O)NCCSCc2ccco2)c(C)c1	-8%	13%	-3%	-2	-6%	-12%	-23%	-6%	i
CCC1CCCCN1CCCNC(=O)Cn1ncc2c(C)n(Cc3ccccc3Cl)c(C)c2c1=O (configuration not stated)	-8%	4%	-30%	-11	0%	8%	9%	16%	i
O=C(CSc1nnc(Cc2ccccc2)o1)Nc1ccc(Br)cn1	1%	5%	-1%	-5	10%	2%	7%	-185%[0.0737 µM]	i
CCc1nnc(NS(=O)(=O)c2ccc(NC(=S)NC(=O)/C=C/c3ccccc3)cc2)s1	3%	-7%	-12%	-6	-1%	5%	-1%	3%	i
COc1ccccc1NS(=O)(=O)c1ccc(C)c(C(=O)NCC2(N(C)C)CCCCC2)c1	-3%	-9%	-14%	u	-11%	20%	-9%	13%	i
O=C(Cc1ccccc1[N+](=O)[O-])N/N=C/c1cccnc1	10%	-3%	2%	20	1%	8%	15%	8%	i
O=S(=O)(c1ccccc1)c1nnn2c1nc(Nc1ccccc1)c1cc(Cl)ccc12	x	x	-13%	x	x	-2%	-6%	x	i
Cc1ccc(C(=O)Nc2ccc(C(=O)OCc3cc(=O)n4nc(C5CC5)sc4n3)cc2)cc1	x	x	8%	x	x	-2%	9%	x	i
COc1ccc2oc(=Nc3ccccc3)c(-c3nc4ccccc4[nH]3)cc2c1	-4%	-71%[inhibitor]	-8%	-1	-12%	16%	56%[activator]	u	i
O=C(Cn1nc([N+](=O)[O-])nc1Br)NC1CCCCC1	21%	-6%	-29%	12	10%	6%	-20%	1%	i
C[C@H](NC(=O)OC(C)(C)C)C(=O)N/N=C/C1=Cc2ccccc2OC1	9%	u	-46%	0	-3%	0%	x	9%	i
Cc1cccc(NC(=O)c2cccc(N3C(=O)C4C5CCC(C5)C4C3=O)c2)c1C (configuration not stated)	2%	4%	-26%	5	3%	5%	0%	2%	i
CCN1C(=O)[C@H]2[C@@H](c3ccc(-c4ccc(OC)cc4)c(OC)c3)N3CCCC[C@@]3(C(=O)OC)[C@H]2C1=O	-6%	u	-12%	7	1%	u	0%	0%	i

Next records.
canonical_smiles	HT1080-NT tox	SW480 rerep	HepG2 tox	IL-1B inflam inh	HT1080 IDH1KD tx	KB-3-1 cytotox	ATXN2 expr inh	MCF10A rereplic	ATXN viability
CC1=NN(c2cccc(Cl)c2)C(=O)C1	-4%	-1%	7%	11	4%	7%	-10%	u	i
CCN(Cc1ccccc1)S(=O)(=O)c1cc(C(=O)c2c(N)n(C)c(=O)n(C)c2=O)ccc1OC	-11%	0%	4%	-2	-1%	-2%	x	2%	i
CC(C)COc1nc2c(c(=O)n(C)c(=O)n2C)n1C	12%	-13%	-15%	5	0%	-3%	x	-11%	i
C[C@@]1([C@@H](NC(=O)c2cccs2)c2ccc(-c3ccccc3)cc2)C[C@H]1C1CCCCC1	-2%	-6%	-7%	18	-8%	-10%	-8%	-11%	i
O=[N+]([O-])c1cccc(-c2nc3ccccc3s/c2=N/O)c1	u	69%	-37%	-81*	u	u	-21%	u	i
Cc1cccc(NC(=O)C2CCCN(S(=O)(=O)c3c(C)nn(C)c3C)C2)n1 (configuration not stated)	6%	-3%	-9%	16	3%	-4%	-3%	-6%	i
CC(C)CC(N)c1csc(Nc2ccc(S(C)(=O)=O)cc2)n1 (configuration not stated)	-11%	x	-50%	-1	-24%	0%	2%	x	i
CCn1nnc2cc(C(=O)Nc3cccc(C(F)(F)F)c3)ccc21	x	x	-17%	x	x	6%	-19%	x	i
COCCn1c(=S)[nH]c2cc(C(=O)N3CCCC(C)C3)ccc2c1=O (configuration not stated)	-4%	-12%	-32%	15	-14%	-5%	-12%	-44%	i
OCCC1CN(Cc2cn[nH]c2C2CCCCC2)CCN1C1CCCCC1 (configuration not stated)	-17%	-1%	7%	2	-19%	2%	-33%	13%	i
Cc1nn(Cc2ccccc2Cl)c(C)c1C(=O)N1CCN(c2ccccc2)CC1	9%	4%	-14%	-15	5%	-10%	-7%	15%	i
O=C1C2CC=CCC2C(=O)N1Cc1ccccc1Cl (configuration not stated)	9%	-14%	5%	20	7%	7%	-8%	0%	i
CCOc1ccc2nc(C(=O)N3CCCC(C)C3)sc2c1 (configuration not stated)	11%	-2%	-3%	-10	11%	26%	85%[activator]	23%	i
O=C(c1cnccn1)N1CCN(c2ccccc2)CC1	11%	-11%	-2%	-22	7%	9%	0%	-8%	u
O=C(CSc1ncccn1)N1CCCc2ccccc21	8%	-1%	6%	-10	13%	6%	7%	-3%	u
COC(=O)c1scc(-c2ccc(C)cc2)c1S(=O)(=O)Nc1c(C)cc(C)cc1C	x	x	-17%	x	x	-1%	-11%	x	i
CC(Sc1nc2ccccc2c(=O)n1CCCN1CCOCC1)C(=O)N1CCc2ccccc21 (configuration not stated)	-22%	-4%	-18%	9	2%	-1%	3%	0%	i
CCCc1cc(=O)oc2cc(C)cc(OC(C)C(=O)NCC(O)c3ccccc3)c12 (configuration not stated)	-8%	-2%	-8%	u	-7%	-36%	3%	15%	i
COC(=O)c1cc(=O)nc(NN=C2CCCCC2)s1	-3%	x	2%	10	15%	0%	12%	x	u
CCc1nc2sc3c(N4CCCCC4)ncnc3c2c2c1CCCC2	x	x	0%	x	x	-1%	3%	x	i

Next section
canonical_smiles	HT1080-NT tox	SW480 rerep	HepG2 tox	IL-1B inflam inh	HT1080 IDH1KD tx	KB-3-1 cytotox	ATXN2 expr inh	MCF10A rereplic	ATXN viability
CCOC(=O)c1ccc2c(c1)N(CC(=O)Nc1ccc(CC)cc1)C(=O)c1ccccc1S2	x	x	-1%	x	x	u	11%	x	i
Cc1cccc(NC(=O)C2(c3ccccc3)CC2(Cl)Cl)c1 (configuration not stated)	-15%	6%	4%	-13	-8%	u	-3%	u	i
COc1ccccc1NC(=O)Nc1ccc2[nH]c(=O)[nH]c2c1	3%	2%	-3%	-4	0%	9%	-4%	-8%	i
COc1ccc(C(=O)Nc2nc3ccc(S(C)(=O)=O)cc3s2)cc1OC	u	-5%	-16%	51	12%	-7%	-29%	0%	i
Cc1cc(C(F)(F)F)nn1CC(=O)N1CCCC1	3%	-5%	-4%	-12	-3%	0%	21%	-1%	i
Cc1cccc(CC(=O)Nc2ccc(C(=O)N3CCOCC3)cc2)c1	9%	-8%	-8%	-7	5%	0%	5%	-2%	u
CC(C)(C)[C@@H]1C=C(C(=O)N2CCN(Cc3ccccc3)CC2)O[C@H](OCCCCO)C1	-3%	-4%	-11%	-1	-3%	0%	-5%	-3%	i
COc1ccc(NC(=O)c2ccc3c(=O)n(Cc4ccco4)c(=S)[nH]c3c2)c(OC)c1	0%	-10%	-21%	21	-5%	3%	u	-5%	i

Rewritten with values under each structure: part of the list above.
Every second line gives: HT1080-NT tox | SW480 rerep | HepG2 tox | IL-1B inflam inh | HT1080 IDH1KD tx | KB-3-1 cytotox | ATXN2 expr inh | MCF10A rereplic | ATXN viability
Cc1cccc(NC(=O)C2(c3ccccc3)CC2(Cl)Cl)c1 (configuration not stated)
  -15% | 6% | 4% | -13 | -8% | u | -3% | u | i
COc1ccccc1NC(=O)Nc1ccc2[nH]c(=O)[nH]c2c1
  3% | 2% | -3% | -4 | 0% | 9% | -4% | -8% | i
COc1ccc(C(=O)Nc2nc3ccc(S(C)(=O)=O)cc3s2)cc1OC
  u | -5% | -16% | 51 | 12% | -7% | -29% | 0% | i
Cc1cc(C(F)(F)F)nn1CC(=O)N1CCCC1
  3% | -5% | -4% | -12 | -3% | 0% | 21% | -1% | i
Cc1cccc(CC(=O)Nc2ccc(C(=O)N3CCOCC3)cc2)c1
  9% | -8% | -8% | -7 | 5% | 0% | 5% | -2% | u
CC(C)(C)[C@@H]1C=C(C(=O)N2CCN(Cc3ccccc3)CC2)O[C@H](OCCCCO)C1
  -3% | -4% | -11% | -1 | -3% | 0% | -5% | -3% | i
COc1ccc(NC(=O)c2ccc3c(=O)n(Cc4ccco4)c(=S)[nH]c3c2)c(OC)c1
  0% | -10% | -21% | 21 | -5% | 3% | u | -5% | i
